Assay outcomes: PubChem, National Center for Advancing Translational Sciences (NCATS)
AMA1-RON2 inh: qHTS for Inhibitors of AMA1-RON; Towards Development of Antimalarial Drug Lead: Primary Screen; AlphaScreen AMA1-biotinylated RON2 peptide binding; Potency, µM (doses to about 58.2 µM), without a hit: at the highest dose activity change, negative = inhibition, usual class: inhibitors; actives 0.2% (n = 360,000); AID 720542, 2013;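 further: potency means the concentration at half of the fitted maximal effect; 0% = vehicle wells and -100% = peptide control; nearly all actives have a fitted effect of over 45% in size; some results filed as inactive show a strong effect at the top dose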
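AMA1 (3D7) with his tag at 25 nM final met compounds first, then biotinylated RON2 peptide at 25 nM; detection used donor plus acceptor beads, 10 µg/mL apiece, read by AlphaScreen after 30 min at room temperature.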
HCMV inh: qHTS Assay for inhibitors of the human cytomegalovirus (HCMV); actives 4.5% (n = 410,000); HFF cells, HCMV-luciferase reporter, 72 h; active compounds read low; AID 1259415, 2018; activity change, negative = inhibition, % at 57.5 µM; in the data active means activity change below about -60%; inconclusive means no clear call, values can overlap the other calls; inactive means above about -39%
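Inhibition of viral replication was scored as loss of reporter luminescence in HFFs infected with HCMV-luciferase (MOI 1 PFU/cell) for 72 h; compounds tested at 2 doses, normalized to buffer and Salinomycin controls.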
LmPK inh: qHTS Assay for Inhibitors of Leishmania Mexicana Pyruvate Kinase (LmPK) | Q27686 | purified LmPK, Kinase-Glo ATP luminescence, 1 h | Potency, µM (series often up to 57.5 µM), inactives show at the top dose activity change, negative = inhibition, usual class: inhibitors | actives 0.37% (n = 290,000) | AID 1721, 2009; further: potency means the concentration at half of the fitted maximal effect
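Purified LmPK (0.1 nM) converted ADP (0.1 mM) to ATP with PEP (0.5 mM) in imidazole buffer pH 7.2 with KCl and MgCl2, 1 h at room temperature. ATP was read by Kinase-Glo luminescence; data normalized to uninhibited and no-enzyme controls.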
Sm TGR block: qHTS Assay for the Inhibitors of Schistosoma Mansoni Peroxiredoxins; Schistosoma mansoni thioredoxin glutathione reductase (TGR), Q962Y6; purified TGR, DTNB reduction, TNB absorbance 405 nm; Potency, µM (doses to about 114 µM), for the others: at the highest dose activity change, negative = inhibition, usual class: inhibitors; actives 3% (n = 360,000); further: potency means the concentration at half of the fitted maximal effect; nearly all actives have a fitted effect of over 60% in size
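Kinetic colorimetric format: TGR-catalysed, NADPH-driven DTNB reduction monitored via TNB absorbance. Enzyme dispensed at 20 nM; compound exposure 15 min at room temperature before reaction start.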
Tb PYK inh: qHTS of Trypanosoma Brucei Inhibitors. TbPYK enzyme, Kinase-Glo Plus ATP luminescence, 45 min. pyruvate kinase (Trypanosoma brucei), Q57TT1. Potency, µM (doses to about 76.8 µM), for the others: at the top dose activity, negative = inhibition, actives largely listed as inhibitors. AID 624173, 2012. actives 0.12% (n = 410,000); further: potency means the concentration at half of the fitted maximal effect; nearly all actives have a fitted effect of over 50% in size
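Glycolytic pyruvate kinase of T. brucei was incubated with substrate, test compound and 130 uM ADP for 45 minutes at room temperature. Luminescent Kinase-Glo Plus signal was measured after 10 minutes.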
AmpC no deterg: qHTS Inhibitors of AmpC Beta-Lactamase (assay without detergent); actives 0.52% (n = 330,000); Potency, µM (doses to about 57.1 µM), without a hit: at the highest dose activity change, negative = inhibition, usual class: inhibitors; AmpC nitrocefin hydrolysis, absorbance 480 nm, 0.0001% Triton; AID 485341, 2010;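 further: potency means the concentration at half of the fitted maximal effect; plate controls were no compound for no effect and no enzyme for full effect; nearly all actives have a fitted effect of over 20% in size; some results filed as inactive show a strong effect at the top dose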
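20 mM phosphate pH 7.0 + 0.01% (detergent screen) or 0.0001% Triton X-100; 5.3 nM AmpC reagent; cpd preinc 15 min RT; nitrocefin (800 uM stock) to start; A480 q20 s × 4 min; Activity was normalised to no-enzyme and no-compound control wells.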
AmpC inh detg: qHTS Inhibitors of AmpC Beta-Lactamase (assay with detergent). AmpC hydrolysis of nitrocefin, absorbance 480 nm, 0.01% Triton. Potency, µM (top dose mostly 114 µM), for the others: top-dose activity change, negative = inhibition, usual class: inhibitors. actives 0.041% (n = 370,000). AID 485294, 2010;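 further: potency means the concentration at half of the fitted maximal effect; 0% = no-compound wells and -100% = no-enzyme wells; nearly all actives have a fitted effect of over 25% in size; some results filed as inactive show a strong effect at the top dose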
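20 mM phosphate pH 7.0 + 0.01% (detergent screen) or 0.0001% Triton X-100; 5.3 nM AmpC reagent; cpd preinc 15 min RT; nitrocefin (800 uM stock) to start; A480 q20 s × 4 min; Activity was normalised to no-enzyme and no-compound control wells.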
An asterisk follows results filed as active; ? = inconclusive; · = no result given; & = joins results of further samples; [ ] = dose if it differs, or a comment. Unless noted, the call rests on the fitted dose curve; in most records, active means well fitted curve in the direction sought with a large enough effect; inconclusive means small, poorly fitted or top-dose-only effect, or another doubt; inactive means no such curve, though single readings can be large; an effect the other way counts as inactive or inconclusive. Unless noted, on the % scale 0 is the no-effect control and ±100 the full control effect.

SMILES	AMA1-RON2 inh	HCMV inh	LmPK inh	Sm TGR block	Tb PYK inh	AmpC no deterg	AmpC inh detg
COc1ccc(Oc2c(Cl)cnn(-c3ccc(F)cc3)c2=O)cc1	12.9%	-39.8	1.3%	1.4%	0.3%	-6.8%	-11.0%
S=C1NCCN1CC1CCN(CC2CCCC2)CC1	-2.8%	-0.6	·	·	-8.3%	·	·
COc1cc(OC)cc(C(=O)NCC(=O)OCc2nc3ccccc3s2)c1	-2.0%	37.8	1.7%	-1.9%	-6.0%	-27.8%	-2.9%
Cc1cc(C)nc(OC(=O)c2ccc(Cl)cc2Cl)n1	·	-101.6*	-1.5%	22.4µM*	·	-5.5%	-12.4%
Cc1c(NS(=O)(=O)c2ccc(F)cc2)c(=O)n(-c2ccccc2)n1C	-10.7%	-35.5	7.6%	4.6%	-5.8%	-13.8%	-17.7%
CC(=O)N(Cc1ccccn1)Cc1ccco1	4.1%	30.4	2.0%	?	-5.4%	-9.0%	-2.6%
CN(C)S(=O)(=O)N1CCN(Cc2ccccc2)CC1	-3.7%	8.4	-11.0%	-3.5%	13.5%	-1.9%	0.1%
Cc1nn(C)c(C)c1Sc1ccc(Br)cc1	2.3%	-19.2	0.2%	-16.5%	-1.1%	58.5%	1.7%
O=C(Nc1cccc(F)c1)Nc1ccccn1	?	70.9	-6.3%	-4.3%	-14.8%	-28.4%	3.1%
Cc1coc2c(O)cc3c(c12)OC1(N2CCCCC2)C(=O)NCCCC31 (stereo unspecified)	?	?	-7.5%	17.8µM*	?	-34.8%	?
CC/C(=N/NC(=O)c1ccccc1)c1ccc(OCCN2CCOCC2)cc1	39.8%[activator]	16.1	5.5%	-0.4%	5.2%	-7.1%	-12.6%
COc1ccc(NC(=S)Nc2ccc(OCc3ccccc3)cc2)c(OC)c1	-6.5%	-76.5*	8.5%	-1.1%	-9.4%	-34.4%	?
CCCC(=O)Nc1nc2c(s1)CC(C(C)(C)C)CC2 (stereo unspecified)	·	28.2	·	-2.2%	-14.1%	·	-2.8%
COc1ccc(C(=O)N(Cc2ccc(N(C)C)cc2)C2CCS(=O)(=O)C2)cc1 (stereo unspecified)	-14.9%	7.9	3.7%	0.2%	0.1%	31.4%	-3.6%
COc1cccc(C(=O)NCC(C)(C)SCc2ccc(F)cc2)c1	13.1%	-13.6	0.2%	-1.4%	2.2%	8.7%	7.3%
CCN(CC(=O)Nc1c(F)cccc1F)C(=O)c1ccc(S(=O)(=O)N2CCCC2)cc1	-4.4%	-26.8	·	-4.8%	-3.8%	-1.0%	-6.6%
CC(Sc1nnc(-c2cccnc2)n1-c1ccccc1F)C(=O)N1CCCc2ccccc21 (stereo unspecified)	·	-64.6*	2.4%	6.0%	·	64.5%[activator]	-8.0%
CCCn1c(SCC(=O)O)nc2ccccc21	-3.4%	24.3	3.5%	7.2%	-8.0%	-6.1%	-0.8%
Cc1noc(C)c1COC(=O)[C@@H](NC(=O)c1ccccc1Cl)C(C)C	-7.9%	10.6	3.9%	-9.0%	1.2%	0.7%	-0.2%
CC(OC(=O)C1CCN(S(=O)(=O)c2ccc3c(c2)OCCO3)CC1)C(=O)NC1(C#N)CCCCC1 (stereo unspecified)	12.9%	0.0	·	·	4.5%	·	·
O=C(Cc1ccc2ccccc2c1)NC(Cc1ccccc1)C(=O)O (stereo unspecified)	7.6%	16.4	·	·	0.4%	-17.3%	·
CCC(CO)Nc1ncnc2onc(-c3ccc(F)cc3)c12 (stereo unspecified)	-0.6%	-1.3	-5.2%	1.0%	0.4%	-3.5%	?
CCN1CCN(Cc2ccc(NC(=O)c3ccc(C)c(NC(=O)c4cc(-c5ccc(Br)cc5)n[nH]4)c3)cc2C(F)(F)F)CC1	0.0%	?	1.8%	6.5%	3.8%	3.2%	4.4%
COCCOCCOCCC(=O)NC1CC2CCC1(C)C2(C)C (stereo unspecified)	-3.8%	1.5	3.0%	3.8%	-2.1%	-4.3%	-22.9%
COc1cc(Cl)cc(C2NC(=S)NC(c3ccccc3)=C2C(C)=O)c1OCC(=O)O (stereo unspecified)	-6.6%	6.1	0.1%	-4.6%	-12.9%	-13.5%	-3.4%

(continued)
SMILES	AMA1-RON2 inh	HCMV inh	LmPK inh	Sm TGR block	Tb PYK inh	AmpC no deterg	AmpC inh detg
COc1ccc2c(c1)c1c(c(=O)n(Cc3ccccc3)c(=O)n1Cc1ccccc1)n2C	·	7.3	·	1.3%	1.5%	·	-0.6%
CCc1cccc(NC(=O)CCNS(=O)(=O)c2cccc3nonc23)c1	-14.3%	26.8&4.4	3.1%	-3.3%&-14.5%	-5.0%&4.7%	-13.6%	?
COc1ccc(Br)cc1[C@H]1[C@@H]2C=CCC[C@@]2(C)C(=O)N1Cc1ccccc1	-0.5%	16.5	2.6%	-7.0%	3.1%	66.4%[activator]	-11.6%
CCOc1ccc2nc(NC(=O)Cn3[nH]c(=O)c4ccccc4c3=O)sc2c1	34.1%[activator]	-3.4	-5.1%	20.5%	-15.6%	1.5%	9.9%
O=C(CSC1=Nc2ccccc2C2=NC(Cc3ccccc3)C(=O)N12)Nc1ccccc1C(F)(F)F (stereo unspecified)	·	-23.3	·	5.2%	-1.7%	·	16.9%
CC(C)OC(=O)c1c(NC(=O)c2ccco2)sc2c1CCCC2	6.1%	4.9	-1.0%	?	-2.5%	-9.0%	-14.6%
CC(C)C[C@H](NC(=O)N1CCn2c1nc1ccccc12)C(=O)NC1CCCCC1	85.9%[activator]	?	6.5%	6.3%	2.9%	66.8%[activator]	-7.1%
COc1ccc2[nH]c3c(c2c1)CCN1C(=O)C(CC(=O)NCCc2ccccn2)C[C@H](C(=O)N2CCCCC2)[C@@]31C (stereo partly specified)	52.6%[activator]	0.3	·	·	1.0%	136.0%[activator]	·
CCOC(=O)C1(CC2CC2)CCN(C(=O)c2cc(OC)nc3ccccc23)CC1	18.5%	36.3	5.0%	34.4%	4.0%	94.1%[activator]	2.1%
NC(=O)C1CCN(Cc2nc3cc(Cl)ccc3c(=O)[nH]2)CC1	25.7%	-12.7	0.7%	-11.4%	-0.9%	-35.3%	-2.6%
Cc1ccc(F)cc1NC(=O)c1cccc(N(C)C)c1	42.3%[activator]	22.2	1.2%	-15.4%	0.9%	-41.1%	-10.5%
CC1=C(C(N)=O)C(c2ccccn2)n2nc(-c3ccccc3Cl)nc2N1 (stereo unspecified)	3.1%	11.7	0.3%	-2.7%	-1.4%	1.4%	?
CC1(C)CC(=O)C=C(c2cccc(O)c2)C1=O	-5.9%	-0.8	·	-0.4%	-1.4%	-17.5%	2.5%
C=CCN1C(=O)c2ccc(C(=O)NCCc3ccc(OC)c(OC)c3)cc2C1=O	?	-29.7	-1.2%	-21.3%	-1.4%	-6.1%	-16.5%
COc1cc(Nc2nc3ccccc3nc2NS(=O)(=O)c2ccc([N+](=O)[O-])cc2)cc(OC)c1OC	57.0%[activator]	-73.5*	-0.6%	-9.1%	2.1%	99.1%[activator]	1.8%
Cc1ccc(S(=O)(=O)N2CCC[C@H]2C(=O)Nc2ccccc2C)cc1	-7.6%	-2.2	·	·	-3.4%	-10.5%	·
C#CCOCCOCCOCCNc1nc(N2CCN(C(=O)Cn3cc(CCCN=C(N)N)nn3)CC2)nc(N2CCN(C(=O)[C@H]([C@@H](C)CC)n3cc(CCC(=O)O)nn3)CC2)n1	-17.2%	-5.5	-3.6%	-18.0%	-4.1%	103.2%[activator]	-4.8%
Cc1nc(-c2ccc(C(=O)Nc3cc(S(N)(=O)=O)ccc3C)cc2)cs1	0.3%	-11.3	1.4%	10.3%	0.2%	-32.3%	8.2%
CC(=O)Nc1sc2c(c1C(c1ccccn1)N1CCN(C)CC1)CCCC2 (stereo unspecified)	-13.1%	-26.9	0.0%	-9.1%	4.8%	32.0%	7.3%
O=C(Nc1cccc([N+](=O)[O-])c1)c1ccc([N+](=O)[O-])o1	-5.4%	-86.5*	·	·	6.5%	·	·
O=C(c1ccc(Cl)c(S(=O)(=O)N2CCCCCC2)c1)N1CCCC1	-9.6%	5.7	-0.5%	-19.5%	0.4%	16.2%	1.6%
CCCCCCCCc1ccc(O)cc1	13.1%	8.3	·	6.2%	-5.8%	-8.4%	-8.5%
O=c1c2cccnc2[nH]c(=S)n1CCC1=CCCCC1	12.1%	7.5	4.5%	9.9%	-6.4%	0.1%	-11.2%
COc1ccc(C(=O)NC(C)c2ccc(-n3ccnc3)cc2)cc1S(=O)(=O)N1CCOCC1 (stereo unspecified)	0.0%	-9.9	·	-18.5%	-4.9%	22.6%	-14.9%
COc1ccc(N2C(=O)NC(=O)C2=O)cc1	0.3%	26.8	0.2%	4.8%	-3.6%	-0.8%	-5.2%
CC(=O)OCCC(C)C	18.3%	6.5	·	·	-12.2%	-5.2%	·
CC(C)(C)c1ccc(S(=O)(=O)Nc2ccc3c(c2)COC3=O)cc1	-17.1%	-31.5	3.9%	-11.8%	9.0%	-28.9%	-7.0%
O=C(CCS(=O)(=O)c1cccs1)Nc1ccc(C(=O)NCc2ccc(F)cc2)cc1	9.8%	-0.7	-2.2%	-8.8%	0.0%	-2.8%	1.0%
O=C(CN(CCc1ccccc1)S(=O)(=O)c1ccccc1)NCc1ccc(Cl)cc1	·	8.6	·	7.8%	5.5%	·	16.1%
